# Screening results: PubChem, National Center for Advancing Translational Sciences (NCATS)
# Coupling enz = qHTS Assay for Inhibitors of Fructose-1,6-bisphosphate Aldolase from Giardia Lamblia: Coupling assay counterscreen. coupling enzyme system counterscreen, AmpLite Red fluorescence. AID 2472, 2010. 290,000 tested, 0.67% active. activity change, negative = inhibition, % at 58.2 µM, hits read low; in the data active = activity change below about -30%; also: % is scaled to controls: 0 for no effect and ±100 for the full control effect
#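 Coupling enzymes only (glyceraldehyde-3-phosphate) + compound, at 57.5 uM final, 10 min RT; add substrate/coupling/AmpLite Red mix, 20 min RT; fluorescence ex 525/em 598 nm. Actives flag coupling-system interference.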
# Menin-MLL TR inh = qHTS Assay for Inhibitors Targeting the Menin-MLL Interaction in MLL Related Leukemias: Competition With Texas Red Labeled MLL-derived Mutant Peptide; Menin + Texas Red MLL mutant peptide, fluorescence polarization; Potency, µM (highest dose often 61.6 µM), for inactives: at the highest dose FP activity change, negative = inhibition, actives largely listed as inhibitors; 270,000 tested, 0.23% active; active = well fitted inhibition curve with a large enough effect in the polarisation, with a control signal flat, not every such curve was filed as active; inconclusive = small, poorly fitted or top-dose-only effect, or effect the other way, or a change in a side signal; inactive = no such curve, though single readings can be large or run the other way; the % refers to the polarisation; also: potency is read from the fitted curve at half-maximal effect; % of control where 0% means no effect; many of its hits are not listed in these tables
# PKM2 act = qHTS Assay for Activators of Human Muscle isoform 2 Pyruvate Kinase; Pyruvate kinase PKM (Homo sapiens), P14618; purified PKM2, Kinase-Glo ATP luminescence, activation; response scale: 0% is enzyme alone, no compound; Potency, µM (highest dose often 57.5 µM), for inactives: top-dose activation, hits mostly activators; 260,000 tested, 0.34% active; AID 1631, 2009; also: potency is read from the fitted curve at half-maximal effect; % is scaled to controls: 0 for no effect and ±100 for the full control effect; nearly all actives have a fitted effect of over 55% in size
#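 hPK-M2, >95% pure; 0.1 mM ADP / 0.5 mM PEP final; imidazole pH7.2 buffer w/ 7 mM MgCl2, 50 mM KCl; 1 h RT; Kinase-Glo lum. Intermediate enzyme activity for dual inhibitor/activator qHTS.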
# GALK inhibitor = qHTS Assay for Inhibitors of Human Galactokinase (GALK); P51570; Potency, µM (doses to about 57.5 µM), for inactives: at the top dose activity change, negative = inhibition, actives largely listed as inhibitors; 270,000 tested, 0.007% active; Purified GALK, Kinase-Glo residual ATP luminescence; also: potency is read from the fitted curve at half-maximal effect; % is scaled to controls: 0 for no effect and ±100 for the full control effect
#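 Kinase-Glo Plus luminescence measured ATP left after a 1 h room-temperature reaction. The reaction used 5 nM GALK, 100 uM galactose and 35 uM ATP at pH 8.0 (20 mM HEPES, 5 mM MgCl2, 60 mM NaCl, 1 mM DTT, 0.01% BSA).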
# Giardia kill = Small Molecules that selectively kill Giardia lamblia: qHTS; 340,000 tested, 0.15% active; AID 540267, 2011; Giardia lamblia trophozoite viability; activity change, % at 7.66 µM, hits read low; in the data active = activity change below about -80%; inconclusive = between about -30% and that limit;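 also: parasites exposed to compound for two days anaerobically before the ATP read; % is scaled to controls: 0 for no effect and ±100 for the full control effect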
#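 Media and compound were dispensed first, then trophozoites at 100 cells/well; plates sat 48 hrs at 37 deg C without oxygen before ATP luminescence reagent was added and read after 15-30 min at room temperature.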
# Tb PFK block = qHTS Assay to Find Inhibitors of T. brucei phosphofructokinase | T. brucei PFK, ADP-Glo luminescence | 330,000 tested, 0.17% active | Potency, µM (doses to about 57.5 µM), for the others: top-dose activity, negative = inhibition, actives largely listed as inhibitors | ATP-dependent 6-phosphofructokinase (Trypanosoma brucei brucei), O15648 | AID 485367, 2010;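 also: potency is read from the fitted curve at half-maximal effect; 0% = uninhibited 1x PFK enzyme wells and -100% = no-enzyme wells; nearly all actives have a fitted effect of over 60% in size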
#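 In TEA buffer at pH 8.0 with 5 mM MgCl2, enzyme (1.25 nM) converted F6P (0.5 mM) and ATP (0.1 mM) for 45 min at room temperature. ADP product was read by luciferase luminescence.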
# B2AR arrestin = qHTS assay of beta-arrestin-biased ligands of beta2-adrenergic receptor; Beta-2 adrenergic receptor (Homo sapiens), P07550; beta-arrestin recruitment to beta2AR, cell-based reporter; Potency, µM (highest dose often 46.1 µM), for the others: top-dose activation, actives largely listed as activators; 330,000 tested, 0.02% active; AID 492947, 2010;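 also: potency is read from the fitted curve at half-maximal effect; 0% = DMSO controls and full agonism = EC100 isoproterenol or metaproterenol; nearly all actives have a fitted effect of over 65% in size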
# Target sequence (P07550 whole entry, looked up): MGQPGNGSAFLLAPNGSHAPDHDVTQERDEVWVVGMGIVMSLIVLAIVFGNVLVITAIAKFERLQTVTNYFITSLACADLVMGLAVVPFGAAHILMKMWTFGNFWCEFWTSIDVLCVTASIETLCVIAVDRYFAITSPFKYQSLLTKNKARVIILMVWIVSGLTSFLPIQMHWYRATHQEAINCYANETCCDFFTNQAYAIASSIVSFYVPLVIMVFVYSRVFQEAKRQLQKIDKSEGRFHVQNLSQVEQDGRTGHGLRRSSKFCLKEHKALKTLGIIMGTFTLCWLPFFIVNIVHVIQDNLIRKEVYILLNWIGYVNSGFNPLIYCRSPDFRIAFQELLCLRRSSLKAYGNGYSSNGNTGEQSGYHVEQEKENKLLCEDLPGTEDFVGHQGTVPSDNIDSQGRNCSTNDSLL
# a7 integrin act = qHTS for Activators of Integrin-Mediated Alleviation for Muscular Dystrophy; alpha7betagal myoblasts, beta-gal FDG fluorescence, 48 h; Potency, µM (doses to about 38.3 µM), inactives show at the top dose activation, actives largely listed as activators; 350,000 tested, 0.064% active; AID 624291, 2012;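 also: potency is read from the fitted curve at half-maximal effect; 100% = response of the positive control SU9516; nearly all actives have a fitted effect of over 60% in size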
#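 alpha7betagal+/- myoblasts (passage 13, 250/well) treated 48 h at 37C with compounds at 1:260 dilution of DMSO stock. Lysed, then beta-galactosidase activity read as FDG fluorescence (ex 480/em 540) after 30 min, with pre-read for autofluorescence.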
# Chronic BCR inh = qHTS Assay to Find Inhibitors of Chronic Active B-Cell Receptor Signaling; ABC-DLBCL IkBa-CBG/CBR reporter, luminescence ratio, 4 h; Potency, µM (doses to about 46.1 µM), inactives show top-dose ratio change, negative = lower green/red ratio, most hits filed as inhibitors; 340,000 tested, 0.05% active; active = well fitted inhibition curve with a large enough effect in the signal ratio, with a control signal flat, not every such curve was filed as active; inconclusive = small, poorly fitted or top-dose-only effect, or effect the other way, or a change in a side signal; the % refers to the signal ratio;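 also: potency is read from the fitted curve at half-maximal effect; plate controls were basal doxycycline-induced cells for no effect and cells given 10 µM MG132 for full effect; MG132 reads +100%, hits lower the ratio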
#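 Compounds up to 46 uM were incubated four hours with TMD8 cells whose green CBG68 luciferase is fused to IkappaBalpha; red CBR luminescence normalised the signal, and concentration-effect curves were fitted to fusion, red and ratio data.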
# S-ASM inh = Inhibitors of Secretory Acid Sphingomyelinase (S-ASM): qHTS. Sphingomyelin phosphodiesterase (Homo sapiens), P17405. AID 504937, 2011. 340,000 tested, 0.006% active. Potency, µM (series often up to 57.5 µM), inactives show top-dose activity change, negative = inhibition, actives largely listed as inhibitors. placental ASM, HMU-PC fluorogenic substrate, 60 min; also: potency is read from the fitted curve at half-maximal effect
# Target sequence (P17405 47-631 limits assumed): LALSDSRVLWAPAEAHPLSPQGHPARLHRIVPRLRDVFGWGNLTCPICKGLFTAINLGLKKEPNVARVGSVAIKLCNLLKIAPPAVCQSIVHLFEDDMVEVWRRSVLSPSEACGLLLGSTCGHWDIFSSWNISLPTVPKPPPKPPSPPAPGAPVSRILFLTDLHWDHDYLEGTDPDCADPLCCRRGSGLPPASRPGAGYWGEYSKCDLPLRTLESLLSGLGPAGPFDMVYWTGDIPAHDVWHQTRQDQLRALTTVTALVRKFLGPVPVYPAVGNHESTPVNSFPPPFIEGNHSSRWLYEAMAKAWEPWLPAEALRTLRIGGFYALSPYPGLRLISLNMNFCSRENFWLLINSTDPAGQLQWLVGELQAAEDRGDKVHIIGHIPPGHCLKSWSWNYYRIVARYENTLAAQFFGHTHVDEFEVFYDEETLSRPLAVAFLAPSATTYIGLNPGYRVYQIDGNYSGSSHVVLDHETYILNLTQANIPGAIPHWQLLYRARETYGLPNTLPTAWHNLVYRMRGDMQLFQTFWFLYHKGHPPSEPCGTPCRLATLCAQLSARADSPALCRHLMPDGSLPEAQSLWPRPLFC
#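 Human placenta-derived ASM enzyme was preincubated with compound for 10 minutes at room temperature, then given fluorogenic substrate HMU-PC0 (9 uM final) for 60 minutes at 37 °C; a pH 10 stop preceded fluorescence reading at Ex 386/Em 447 nm.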
# PTAP TSG101 blk = qHTS Assay for Iinhibitors of HIV-1 Budding by Blocking the Interaction of PTAP/TSG101; Tumor susceptibility gene 101 protein (Homo sapiens), Q99816; Fluorescence polarization, FITC-PTAP peptide / Tsg101 binding; Potency, µM (top dose mostly 115 µM), without a hit: at the top dose activity change, negative = inhibition, hits mostly inhibitors; 340,000 tested, under 10 active; active = well fitted inhibition curve with a large enough effect in the main read-out, with a control signal flat, not every such curve was filed as active; inconclusive = small, poorly fitted or top-dose-only effect, or effect the other way, or a change in a side signal; inactive = no such curve, though single readings can be large or run the other way; also: potency is read from the fitted curve at half-maximal effect; % of control where 0% means no effect
#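 Steps: Tsg101 binding domain dispensed (10 uM final), compounds pinned in DMSO, FITC-labeled PTAP-motif peptide added (50 nM final); after 20 min binding at room temperature, polarization measured.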
# The depositor's hits bear a star; ? = inconclusive; · = not tested or not shown; [ ] = remark or other dose. Unless noted, calls follow the shape of the dose curve; as a rule, active = well fitted curve in the direction sought with a large enough effect; inconclusive = small, poorly fitted or top-dose-only effect, or another doubt; inactive = no such curve, though single readings can be large; an effect the other way counts as inactive or inconclusive.
SMILES,Coupling enz,Menin-MLL TR inh,PKM2 act,GALK inhibitor,Giardia kill,Tb PFK block,B2AR arrestin,a7 integrin act,Chronic BCR inh,S-ASM inh,PTAP TSG101 blk
Cc1cc(C)n(CC2CC(=O)N(c3cc(Cl)cc(Cl)c3)C2=O)n1 (stereo unspecified),0,16%,26%,0%,-2,0%,0.2%,-27%,3%,0%,-1%
Cc1ccc(C(=O)Nc2sc3c(c2C(=O)NCc2ccco2)CCCC3)cc1,-5,19%,1%,0%,20,4%,-0.2%,-27%,14%,81%,-4%
O=c1c2ccccc2[nH]c(=S)n1CCN1CCN(Cc2ccccc2)CC1,1,-10%,-6%,0%,-14,-8%,-0.4%,1%,-1%,3%,1%
COc1cc(CNC(C)c2ccccc2)c(Br)cc1OCC(N)=O (stereo unspecified),-1,-12%,-2%,-1%,7,3%,-0.3%,2%[7.66 µM],-9%,3%,-8%
O=C(Nc1ccccc1)Nc1ccno1,-5,·,-20%,0%,6,0%,-0.7%,-21%,?,-1%,-1%
Cc1occc1C(=O)N/N=C/C(Br)=C\c1ccccc1,-4,·,-9%,-4%,-7,-4%,-0.8%,-55%[inhibitor],?,-3%,-1%
Cc1ccccc1OCC(=O)N/N=C/c1cc2ccccc2nc1Cl,0,-12%,0%,0%,-13,0%,-0.2%,-10%,?,-9%,-1%
CCn1c(=O)cc(OCC(=O)Nc2ccccc2N2CCN(C)CC2)c2ccccc21,5,0%,-3%,1%,-2,0%,-0.6%,-30%,3%,-2%,-4%
OC(Cc1cccnc1)(Cc1cccnc1)c1cc2ccccc2[nH]1,4,12%,0%,-1%,19,-1%,-0.3%,-16%,-1%,6%,-7%
COc1ccc(OC)c2c1CCC2=O,2,0%,-1%,0%,38[activator],1%,-0.2%,10%,-6%,60%[activator],0%
Cc1cc(C)c(C#N)c(SCC(=O)NC(C)(C)C)n1,0,4%,0%,3%,5,-3%,0.0%,19%,0%,1%,1%
Cc1cc(NC(=O)C2CCCN(S(=O)(=O)c3c(C)noc3C)C2)no1 (stereo unspecified),0,-1%,-3%,1%,20,-3%,0.2%,-1%,6%,2%,-5%
C=CC[C@H](CC(=O)NCCO)C(=O)NC[C@@H](OC(=O)[C@@H](CC=C)Cc1ccc(F)cc1)c1ccccc1,·,·,·,·,20,-10%,0.1%,-15%,-1%,11%,-7%
Cc1cc(NC(=O)CSc2nc3ccccc3c(=O)n2CCCC(=O)NCc2ccco2)n[nH]1,-1,·,9%,1%,27,0%,0.1%,11%,?,0%,-7%
CCN1CCN(C(=O)C2=CC(c3ccc(C)cc3)=NS(=O)(=O)N2C)CC1,4,0%,4%,·,-2,0%,-0.8%,28%,1%,3%,0%
COc1ccccc1CNc1ccc2nnc(CCNC(=O)c3ccccc3)n2n1,-1,-5%,-4%,1%,11,-5%,-0.2%,9%,?,0%,-1%
CC1CC(C)CN(CCCNC(=O)c2c(O)nc3ccccn3c2=O)C1 (stereo unspecified),·,·,·,·,16,7%,0.0%,-41%,0%,3%,-6%
CCc1ccc(NC(=O)C(C)OC(=O)c2ccc(-n3cnnn3)cc2)cc1 (stereo unspecified),·,·,·,·,-21,-2%,-0.4%,-14%,1%,-1%,-4%
Cc1cc(NS(=O)(=O)c2ccc(NS(=O)(=O)c3cc(C)c(Cl)cc3Cl)cc2)no1,·,·,2%,3%,5,-8%,0.6%,13%,7%,·,-3%
CSc1cccc(NC(=O)CCS(=O)(=O)c2cccc3nonc23)c1,-1,20%,6%,-1%,0,-3%,-0.7%,-19%,-17%,-12%,-5%
O=C(O)c1cccc(-c2ccc(/C=N/NC(=O)c3cccnc3)o2)c1,-28,-14%,0%,0%,-23,16%,2.1%,-1%,?,1%,-5%
Oc1ccc(-c2cn3cc(C(F)(F)F)ccc3n2)cc1,-7,10%,4%,2%,?,0%,0.1%,20%,?,14%,-10%
CCn1nc(NC(=O)c2ccncc2)c2cc3ccc(C)cc3nc21,0,-4%,-1%,-1%,-7,5%,-0.2%,8%[7.66 µM],-3%,16%,-11%
CCN(Cc1ccccc1)c1ccc(/C=N/N2CCOCC2)cc1,-1,-13%,-10%,-2%,3,4%,4.2%,-15%,-1%,0%,-9%
Cn1nccc1CNC(=O)c1c(Cl)cnn1C,0,-4%,0%,0%,9,3%,-2.0%,35%,-2%,-6%,4%
Cc1cc(C)n(/N=C/c2cccc([N+](=O)[O-])c2)c(=O)c1,1,-5%,-4%,-1%,-2,1%,-0.4%,?,6%,-2%,-1%
COc1cc(NC(=O)C2CCCC2)c(OC)cc1Cl,4,3%,0%,3%,-11,6%,-0.6%,34%,0%,-7%,2%
COc1ccc(OC)c(-c2c3c([nH]c(=S)c2C#N)CCCC3)c1,-2,6%,6%,0%,-23,-4%,-0.3%,5%,9%,1%,-6%
COc1ccc(CNC(=O)C(C)n2nc(C)c3c(C)n(-c4ccccc4)nc3c2=O)c(OC)c1 (stereo unspecified),·,·,·,-7%,2,-1%,0.5%,-11%,2%,5%,-3%
Cc1cccc2cc(/C=N/NC(=O)c3ccccc3O)c(Cl)nc12,-3,?,0%,·,7,-3%,-0.9%,10%,-2%,-10%,-5%
COc1ccc(C(=O)CSc2nnc(CNC(=O)c3ccccc3)o2)cc1,·,·,7%,-3%,20,4%,-0.2%,-13%,4%,-2%,-3%
Cn1ncc(Br)c1NC(=O)Nc1ccccc1,-9,-1%,·,1%,16,-1%,-0.1%,14%,0%,3%,-1%
O=C(COc1ccccc1Cl)NCCNC(=O)c1ccncc1,1,1%,·,6%,18,0%,0.3%,4%,-3%,4%,0%
CN1CCN(C(=O)c2cccn(Cc3ccc(C(F)(F)F)cc3)c2=O)CC1,-1,10%,·,4%,15,5%,-0.6%,24%,?,-2%,-2%
O=C(NCc1ccccn1)c1cccs1,0,0%,-7%,0%,-10,13%,-0.7%,-23%[7.66 µM],3%,-4%,-6%
CCN(C(=O)COC(=O)c1cc(-c2ccccc2)nc2c1c(C)nn2-c1ccccc1)C1CCS(=O)(=O)C1 (stereo unspecified),1,3%,0%,-1%,5,13%,-0.1%,19%,-8%,-3%,-2%
CN(NC(=O)COc1ccccc1)c1ccccc1,3,-21%,-2%,0%,-4,-2%,0.4%,3%,0%,3%,0%
O=C(COC(=O)Cn1cnc2ccccc2c1=O)Nc1ccccc1OC(F)F,·,·,·,·,4,-1%,-0.5%,-7%,?,4%,-3%
CSCCC(NC(=O)c1ccco1)C(=O)NCC(c1ccco1)N1CCCCC1 (stereo unspecified),·,·,·,·,-16,0%,-0.2%,?,2%,2%,0%
Cc1ccc(O)c(-c2cc(C(=O)NCc3ccc4c(c3)OCO4)[nH]n2)c1,5,29%,-5%,·,16,3%,-0.7%,-6%,-10%,-6%,0%
CCC(Cc1ccccc1)n1c(=S)[nH]c2ccccc2c1=O (stereo unspecified),-1,?,-5%,-1%,15,0%,-0.1%,11%,28%,0%,-2%
COc1ccc(C(=O)Nc2ccc(N3CCN(c4ccc(OC)cc4)CC3)c(C#N)c2)cc1,2,-10%,1%,0%,-13,0%,-0.3%,-6%,3%,24%,-2%
COc1ccc(CCNS(=O)(=O)c2cccc(C(=O)O)c2)cc1OC,7,-6%,-1%,3%,-3,-2%,-0.2%,0%,-1%,3%,0%
COc1ccccc1Nc1nc(=O)[nH]nc1C,1,10%,0%,0%,-2,-6%,0.1%,3%,1%,2%,-7%
COc1ccc(NC(=O)C2CCCN(C)C2)cc1OCC(C)C (stereo unspecified),6,2%,1%,0%,10,0%,2.4%,14%,?,0%,-6%
CS(=O)(=O)N1CCN(c2ccccc2NC(=O)c2ccc([N+](=O)[O-])o2)CC1,7,5%,-4%,-1%,-98*,5%,0.1%,-66%[inhibitor],1%,2%,-4%

# A portion of the library, so the mix of outcomes need not match the whole.
